Screening results from PubChem BioAssay.
HT1080-NT tox – qHTS for induction of synthetic lethality in tumor cells producing 2HG: qHTS for the HT-1080-NT fibrosarcoma cell line; HT-1080-NT fibrosarcoma viability, CellTiter-Glo ATP luminescence, 48 h; Potency, µM (series often up to 46.1 µM), inactives show at the top dose activity, negative = less viability, most hits filed as cytotoxic; actives 1.6% (n = 360,000); AID 686970, 2013;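 further: NT is the 2HG producing partner of a matched IDH1 knockdown line; potency means the concentration at half of the fitted maximal effect; 0% = DMSO-treated cells and -100% = media-only wells without cells; nearly all actives have a fitted effect of over 55% in size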
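Toxicity toward the 2HG-producing NT line was scored as %Activity, normalised to DMSO and no-cell wells, from CellTiter-Glo luminescence after 48 hours' treatment.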
IL-1B inflam inh – qHTS for Inhibitors of Inflammasome Signaling: IL-1-beta AlphaLISA Primary Screen | THP-1 LPS/ATP IL-1B secretion, AlphaLISA, 16 h; hits give low values | AID 743279, 2014 | activity change, % at 57.5 µM | actives 4.7% (n = 360,000); in the data active means activity change below about -50%; inconclusive means mostly about -30% to -49%; further: on the % scale 0 is the no-effect control and ±100 the full control effect
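THP-1 cells pretreated 1 hr with compounds (up to 57.5 uM final), then stimulated with LPS (250 ng/mL final) plus ATP (1.25 mM final); secreted IL-1B measured by AlphaLISA after 16 hr, decreased signal indicating inhibition.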
S2 tox – Viability Counterscreen for Primary qHTS for Inhibitors of ATXN expression | actives 0.49% (n = 400,000) | Potency, µM (doses to about 56.7 µM), most hits filed as cytotoxic | S2 cells (HEK-293 line with an ATXN2-luciferase reporter) viability, CellTiter-Fluor protease fluorescence, 24 h | AID 651635, 2014; further: potency means the concentration at half of the fitted maximal effect; nearly all actives have a fitted effect of over 40% in size
HT1080 IDH1KD tx – qHTS for induction of synthetic lethality in tumor cells producing 2HG: qHTS for the HT-1080-IDH1KD cell line. HT-1080 IDH1 knockdown viability, ATP luminescence, 48 h. Potency, µM (series often up to 46.1 µM), for the others: top-dose activity, negative = toxicity, actives largely listed as cytotoxic. actives 2% (n = 360,000). AID 686971, 2013;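 further: potency means the concentration at half of the fitted maximal effect; 0% = DMSO wells and -100% = cell-free medium wells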
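HT-1080-IDH1KD cells (IDH1 knocked down), 750/well in RPMI with 5% FBS, treated with compound 48 h at 37 degrees C. Viability by CellTiter-Glo luminescence, normalised to DMSO and no-cell wells; concentration-response curves classed.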
MCF10A rerep – A quantitative high throughput screen for small molecules that induce DNA re-replication in MCF 10a normal breast cells; MCF 10A DNA re-replication, Hoechst nuclear intensity, 48 h; Potency, µM (highest dose often 46.1 µM), for the others: top-dose activity, positive = re-replication, most hits filed as activators; actives 2.9% (n = 350,000); AID 624296, 2012; further: potency means the concentration at half of the fitted maximal effect; % of control where 0% means no effect; nearly all actives have a fitted effect of over 50% in size
SW480 rerep – A quantitative high throughput screen for small molecules that induce DNA re-replication in SW480 colon adenocarcinoma cells; SW480 DNA re-replication, Hoechst DNA content imaging, 48 h; Potency, µM (doses to about 46.1 µM), for the others: top-dose re-replication activation, usual class: activators; actives 1.8% (n = 340,000); AID 624297, 2012; further: potency means the concentration at half of the fitted maximal effect; % of control where 0% means no effect; nearly all actives have a fitted effect of over 55% in size
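Image-based DNA-content assay: after two days of treatment, nuclei were labelled with the DNA dye Hoechst and imaged, and hits were compounds raising the count of nuclei showing high fluorescence intensity.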
HepG2 tox – qHTS for Inhibitors of TGF-b: Cytotox Counterscreen; HepG2 CAGA-GFP viability, ATP luminescence, 18 h; Potency, µM (top dose mostly 46.1 µM), inactives show at the top dose activity change, negative = cytotoxicity, most hits filed as cytotoxic; actives 0.76% (n = 410,000); further: potency means the concentration at half of the fitted maximal effect; some results filed as inactive show a strong effect at the top dose
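HepG2 CAGA-GFP cells (1000/well, DMEM with 1% FBS) received compound, then TGF-beta at 500 pg/mL final, and were incubated 18 hours at 37 degrees C. Viability was read by CellTiter-Glo luminescence. Media-only wells were set as complete cell-killing and DMSO as no toxicity.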
ATXN2 expr inh – Primary qHTS for Inhibitors of ATXN expression; HEK-293 ATXN2-luciferase reporter, luminescence, 24 h; Potency, µM (titrated, usually from 57 µM), for the others: at the top dose activity change, negative = inhibition, hits mostly inhibitors; actives 0.72% (n = 360,000); further: potency means the concentration at half of the fitted maximal effect; on the % scale 0 is the no-effect control and ±100 the full control effect; nearly all actives have a fitted effect of over 55% in size
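ATXN2-luciferase reporter cells (luciferase flanked by upstream and downstream ATXN2 gene portions) were treated 24 h at 37 °C with compounds at up to 57 uM. SteadyGlo luminescence gave expression; GF-AFC fluorescence gave viability.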
KB-3-1 tox – qHTS assay for MDR1-selective chemotherapeutics: Primary screen using the parental adenocarcinoma cell KB-3-1. KB-3-1 viability, CellTiter-Glo ATP luminescence, 72 h. Potency, µM (top dose mostly 46.1 µM), for the others: at the top dose activity change, negative = cytotoxic, most hits filed as cytotoxic. actives 1.4% (n = 400,000); further: potency means the concentration at half of the fitted maximal effect; on the % scale 0 is the no-effect control and ±100 the full control effect; nearly all actives have a fitted effect of over 60% in size
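Viability of parental KB-3-1 cells, measured by CellTiter-Glo luminescence, followed a 72 h incubation at 37 °C with pinned compounds in phenol-red-free DMEM containing 10% FBS.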
Starred values were filed as active, the others as inactive; i = inactive; u = inconclusive; x = not tested or not shown; [ ] = remark or other dose. Unless noted, the call rests on the fitted dose curve; in most records, active means well fitted curve in the direction sought with a large enough effect; inconclusive means small, poorly fitted or top-dose-only effect, or another doubt; inactive means no such curve, though single readings can be large; an effect the other way counts as inactive or inconclusive.

SMILES | HT1080-NT tox | IL-1B inflam inh | S2 tox | HT1080 IDH1KD tx | MCF10A rerep | SW480 rerep | HepG2 tox | ATXN2 expr inh | KB-3-1 tox
CCN1CC(CNC(=O)c2ccc3nc(Cc4cccc(Cl)c4)oc3c2)CC1=O (stereo unspecified) | -22.9% | 6.5 | i | -11.5% | -0.9% | -6.9% | -0.3% | x | 6.0%
CCC(=O)N1c2ccc(S(=O)(=O)CCC(=O)NC3CCCC3)cc2CC1C (stereo unspecified) | 4.7% | 18.6 | u | 2.9% | 12.4% | 3.0% | -0.8% | -3.9% | 6.7%
CCN1c2ccccc2-c2nc(SCC(=O)NCc3ccc(C)cc3)ncc2S1(=O)=O | x | x | i | x | x | x | -5.4% | 10.0% | 2.9%
NS(=O)(=O)c1ccc(CCNC(=O)CSc2ccccc2)cc1 | -4.1% | -4.6 | i | -2.1% | u | -3.9%[9.22 µM] | -21.4% | -8.4% | -2.2%
CC(=O)NC1(C(Cl)(Cl)Cl)Oc2ccccc2O1 | -21.7% | 34.9 | i | -27.0% | u | u | -18.1% | -5.4% | u
O=C(O)CCCC(=O)N1CCN(c2cccc(Cl)c2)CC1 | -3.1% | 4.3 | i | 8.0% | -2.2% | 0.8% | 14.4% | 0.3% | 11.4%
CCN(C(=O)CSc1nnnn1-c1ccccc1)c1c(N)n(Cc2ccccc2)c(=O)[nH]c1=O | 0.2% | 16.5 | u | 1.9% | -1.9% | -15.9% | -3.5% | 1.8% | 7.1%
COc1ccc(S(=O)(=O)N(CC(=O)NCCc2ccccc2)c2ccc(Cl)cc2)cc1 | x | x | i | x | x | x | -8.7% | 1.9% | -2.8%
Cc1cc(C(=O)N2CCC(Cc3ccccc3)CC2)ccc1[N+](=O)[O-] | -24.5% | -6.5 | i | 1.7% | u | 0.3% | -20.9% | u | -10.4%
Cc1ccc(CNC(=O)/C=C/c2c(Cl)cccc2Cl)cc1 | 20.1% | 3.9 | i | 17.7% | 1.3% | -6.2% | -17.2% | -3.0% | 0.0%
COCC(C)n1c(SCC(=O)NC2CCCCC2C)nc2ccccc2c1=O (stereo unspecified) | 1.7% | -26.2 | i | 18.1% | 2.3% | 3.1% | -9.0% | -14.0% | -7.7%
CN(C)c1ncnc2c1ncn2[C@H]1CN(Cc2ccc3c(c2)OCO3)C[C@@H](CO)O1 | -0.1% | -5.3 | i | 9.1% | x | x | -3.3% | 5.8% | -10.4%
O=C(Cn1nc(C(=O)O)c2ccccc2c1=O)Nc1ccc(F)cc1 | 9.1% | 9.0 | u | 2.6% | 2.6% | -4.4% | 4.2% | -6.8% | 1.0%
O=C(c1ccco1)N1CCN(C(=O)C2c3ccccc3Oc3ccccc32)CC1 | 0.0% | 3.4 | i | 8.1% | 3.4% | -9.0% | -10.7% | 19.9% | 4.3%
O=C(COC(=O)CNC(=O)c1ccccc1Cl)Nc1ccccc1Cl | x | x | i | x | -4.6% | -10.6%[9.22 µM] | -23.4% | 7.4% | u
CC(/C=N/NC(=O)c1c(Br)cnn1C)=C\c1ccccc1 | 6.2% | -51.9* | i | 2.2% | 1.5% | -5.5% | -17.1% | 36.2% | 16.2%
Cc1cc(-c2nnc(-c3ccccc3)c(-c3ccccc3)n2)c(C)o1 | 0.2% | u | i | 1.3% | u | u | -20.3% | -21.8% | 5.5%
CC(C)C(N)c1csc(Nc2ccc(C(=O)NCCCO)cn2)n1 (stereo unspecified) | u | 5.9 | i | 6.6% | x | x | -3.1% | 16.3% | 0.0%
Cc1nc(N2CCN(Cc3ccccc3)CC2)nc2c1C(=O)CC(C)C2 (stereo unspecified) | -4.1% | 0.0 | i | -19.3% | 4.3% | 9.1% | 9.9% | -7.1% | -0.1%
Cc1cc2c([nH]c3ccccc32)c2c1OC(C)(C)C=C2 | 1.9% | -1.9 | i | -6.1% | u | u | -60.8% | 24.6% | 0.0%
O=C(CCC(=O)Nc1ccc(Br)cc1)N/N=C/c1cc([N+](=O)[O-])ccc1O | -14.8% | 113.0 | i | 3.1% | u | u | 5.5% | u | u
COc1cccc(N=Nc2c(N)[nH]n3c(=O)c4c(nc23)CCCC4)c1 | -23.5% | -12.0 | u | -5.1% | -1.7% | -59.0% | -22.1% | u | u
CN(C)C(CNC(=O)C1CCN(C(=O)/C=C/c2ccccc2)CC1)c1ccccc1 (stereo unspecified) | -1.2% | -0.7 | i | -3.1% | 15.6% | u | -28.7% | 28.7% | 0.5%
Cc1ccc(N=Nc2cc(C)ccc2O)c(C)c1 | 7.9% | 14.8 | u | 10.8% | 23.6% | -5.8% | -15.2% | 32.8% | 10.3%
O=C(/C=C/c1ccco1)NC(=S)NNC(=O)c1ccco1 | u | 72.6 | u | u | 2.2% | 1.2% | -2.7% | u | 3.3%

Next section; it opens with the 5 that closed the last part.
SMILES | HT1080-NT tox | IL-1B inflam inh | S2 tox | HT1080 IDH1KD tx | MCF10A rerep | SW480 rerep | HepG2 tox | ATXN2 expr inh | KB-3-1 tox
O=C(CCC(=O)Nc1ccc(Br)cc1)N/N=C/c1cc([N+](=O)[O-])ccc1O | -14.8% | 113.0 | i | 3.1% | u | u | 5.5% | u | u
COc1cccc(N=Nc2c(N)[nH]n3c(=O)c4c(nc23)CCCC4)c1 | -23.5% | -12.0 | u | -5.1% | -1.7% | -59.0% | -22.1% | u | u
CN(C)C(CNC(=O)C1CCN(C(=O)/C=C/c2ccccc2)CC1)c1ccccc1 (stereo unspecified) | -1.2% | -0.7 | i | -3.1% | 15.6% | u | -28.7% | 28.7% | 0.5%
Cc1ccc(N=Nc2cc(C)ccc2O)c(C)c1 | 7.9% | 14.8 | u | 10.8% | 23.6% | -5.8% | -15.2% | 32.8% | 10.3%
O=C(/C=C/c1ccco1)NC(=S)NNC(=O)c1ccco1 | u | 72.6 | u | u | 2.2% | 1.2% | -2.7% | u | 3.3%
CCN(CC)S(=O)(=O)c1cccc(C(=O)OCC(=O)N2CC(=O)Nc3ccccc32)c1 | -0.3% | 8.0 | i | -9.3% | 17.7% | -3.2% | -27.5% | -4.2% | 16.8%
CCc1c(C(C)S(=O)(=O)c2ccc(C)cc2)[nH]c(=O)n1-c1ccc(OC(F)(F)F)cc1 (stereo unspecified) | -5.5% | -10.0 | i | -18.1% | 2.4% | -3.8% | -23.7% | -6.0% | -3.9%
O=C(CSc1ccc2nnc(-c3ccc(F)cc3)n2n1)N1CCCc2ccccc21 | 1.0% | -7.3 | i | -7.0% | 4.2% | -7.5% | -2.6% | -10.5% | 8.5%
N/C(=N\OC(=O)c1cccc([N+](=O)[O-])c1)c1cccnc1 | 17.2% | -1.2 | i | 15.1% | -0.3% | 0.1% | -0.5% | 41.6%[activator] | 9.1%
CCOc1cc(/C=N/NC(=O)NN(C)c2ncc(C(F)(F)F)cc2Cl)ccc1O | -12.1% | -4.7 | u | -29.9% | 11.2% | -4.5% | 0.7% | -34.5% | 0.7%
O=[N+]([O-])c1ccc(N2CCN(c3cccc(Cl)c3)CC2)nc1 | 2.6% | -14.9 | u | -0.7% | -4.0% | -10.8% | 2.2% | -14.8% | -0.8%
COc1ccc(CC(=O)NCC(c2ccc(Cl)cc2)N2CCOCC2)cc1 (stereo unspecified) | x | x | u | x | x | x | -6.5% | 8.2% | 15.4%
O=C(NCCCn1ccnc1)C1CCN(S(=O)(=O)c2cc([N+](=O)[O-])ccc2Cl)CC1 | 12.9% | -18.6 | i | 19.7% | 20.3% | 3.4% | -1.0% | 8.9% | -3.9%
CS(=O)(=O)N1CCN(c2ccc(C(=O)NC34CC5CC(CC(C5)C3)C4)cc2[N+](=O)[O-])CC1 | 2.2% | 25.6 | i | 10.2% | -1.2% | -3.6% | -29.9% | -13.9% | -3.1%
COCc1ccc(C(=O)N(C)C2CCCN(Cc3ccccc3F)C2)o1 (stereo unspecified) | 0.0% | -8.7 | i | 1.8% | 14.5% | -0.8% | -5.0% | -4.6% | 4.5%
NC(Cc1ccc(F)cc1)c1csc(Nc2nncc3ccccc23)n1 (stereo unspecified) | 23.1µM* | u | x | 25.9µM* | x | x | 15.8µM* | u | -0.3%
O=C(C(=O)N1CCN(c2cccc(Cl)c2)CC1)N1CCCCC1 | 18.9% | -5.4 | i | -16.2% | -0.3% | 0.1% | 22.2% | -27.6%[11.3 µM] | 3.1%
Cc1ccc(-c2ccc(CN3C(C(C)C)C(=O)N(Cc4cn(CCC5OCCO5)nn4)CCS3(=O)=O)cc2)c(C)c1 (stereo unspecified) | u | u | u | 23.1µM* | x | x | -76.4% | u | u
CSc1ccccc1NC(=O)C1=CC(c2cccs2)=NS(=O)(=O)N1C | 1.5% | 11.1 | i | -8.8% | -1.8% | -14.1% | -18.2% | 3.3% | 3.8%
Cc1cc(C)c2nc(SCC(=O)N(C)C3CCS(=O)(=O)C3)cc(C)c2c1 (stereo unspecified) | 27.2% | 2.6 | i | 1.6% | 11.9% | -9.4% | -1.4% | 0.5% | 0.8%
CCOC(=O)C1CCN(C(=O)Nc2cccc(Cl)c2)CC1 | 6.9% | 9.1 | i | 8.1% | 0.1% | 0.2% | 5.2% | 4.5% | -4.3%
O=C1C2CCCCC2C(=O)N1c1ccc(NC2CCN(Cc3ccccc3)CC2)c([N+](=O)[O-])c1 (stereo unspecified) | 18.9% | 24.0 | i | -6.9% | 3.9% | 3.4% | -11.8% | x | 14.5%
